From PubChem BioAssay
INS-1E rescue: rescue of cytokine-induced death in INS-1E beta cells | 20,000 tested, 0.1% active | INS-1E cytokine-induced death, ATP luminescence, 48 h; normalised: neutral wells 0, positive control 100 | AID 488910 | protection from cytokine-induced ATP loss, % at 10 µM;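 active = mean replicate protection from cytokine-induced ATP loss at least 50% and at least 75% of replicates each reaching 50%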
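Assay system: INS-1E rat insulinoma cells. Amount: 8000 cells per well. Medium: phenol-red-free RPMI with 5% fetal bovine serum. Reagent: IL-1β, TNF-α and IFN-γ cytokine mix. Doses: one compound concentration, pin transfer. Schedule: 48 h co-treatment, 10 min post-lysis read. Detection: CellTiter-Glo luminescence measuring cellular ATP.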
T cruzi HTS: blocks T. cruzi growth inside host cells; intracellular Trypanosoma cruzi in host cells, plate reader; activity score (inhibition), % at 5.01 µM; 22,000 tested, 4.9% active; AID 651903; in the data active = activity score above about 55%;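 note: parasites and compound incubated about four days before reading; 0% = median of neutral control wells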
* marks the source's active call; other numbers are inactive results; · = no result given.

structure | INS-1E rescue | T cruzi HTS
C[C@H](CO)N1C[C@H](C)[C@H](CN(C)Cc2ccc(C(F)(F)F)cc2)Oc2ccc(NC(=O)Nc3ccccc3)cc2C1=O | -14 | 28
C[C@H](CO)N1C[C@H](C)[C@H](CN(C)Cc2ccc(Cl)c(Cl)c2)Oc2ccc(NC(=O)Cc3ccccc3)cc2C1=O | -16 | 3
C[C@H]1CN([C@@H](C)CO)C(=O)c2cccc(NS(=O)(=O)c3ccccc3)c2O[C@@H]1CN(C)CC1CC1 | 8 | -31
C[C@H]1CN([C@@H](C)CO)C(=O)c2cccc(NC(=O)Nc3ccc(F)cc3)c2O[C@H]1CN(C)S(=O)(=O)c1cccs1 | 0 | -39
C[C@H]1CN([C@@H](C)CO)C(=O)c2cccc(NC(=O)CCCCCC(=O)Nc3ccccc3N)c2O[C@@H]1CN(C)C(=O)Nc1ccc(F)cc1 | 2 | -27
CNC[C@@H]1Oc2ccc(NC(=O)C3CC3)cc2C(=O)N([C@H](C)CO)C[C@H]1C | 6 | -13
C[C@@H]1CCCCO[C@H](CN(C)S(=O)(=O)c2ccccc2)[C@@H](C)CN([C@H](C)CO)C(=O)c2cc(NS(=O)(=O)c3ccccc3)ccc2O1 | 11 | 17
O=C(N/N=C/C1=CCCCC1)c1ccccc1O | -4 | 0
COc1ccc(CN(C)C[C@@H]2Oc3ccc(NS(=O)(=O)c4ccccc4)cc3C(=O)N([C@H](C)CO)C[C@@H]2C)cc1 | -5 | 18
C[C@@H]1CN([C@H](C)CO)C(=O)Cc2cc(NS(=O)(=O)c3cn(C)cn3)ccc2O[C@@H]1CN(C)S(C)(=O)=O | 9 | -18
C[C@H](CO)N1C[C@H](C)[C@H](CN(C)S(C)(=O)=O)Oc2ncc(C#Cc3cccc(F)c3)cc2C1=O | · | -6
C[C@@H]1CN([C@H](C)CO)C(=O)CCCn2nncc2CO[C@H]1CN(C)Cc1ccc(Oc2ccccc2)cc1 | -11 | 9
C[C@@H]1CN([C@H](C)CO)C(=O)c2cc(NC(=O)NC3CCCCC3)ccc2O[C@@H]1CN(C)Cc1ccc(Cl)c(Cl)c1 | -2 | 13
COc1ccc(S(=O)(=O)Nc2ccc3c(c2)CC(=O)N([C@@H](C)CO)C[C@H](C)[C@H](CN(C)C(=O)Nc2c(C)noc2C)O3)cc1 | 12 | -22
C[C@H](CO)N1C[C@H](C)[C@H](CN(C)Cc2ccc(-c3ccccc3)cc2)Oc2ccc(NS(C)(=O)=O)cc2CC1=O | -23 | 17
Cc1ccc(S(=O)(=O)N(C)C[C@@H]2Oc3ccc(NS(C)(=O)=O)cc3CC(=O)N([C@@H](C)CO)C[C@@H]2C)cc1 | 5 | 7
C[C@@H]1CN([C@@H](C)CO)C(=O)CCCn2cc(nn2)CO[C@H]1CN(C)C(=O)CCC(F)(F)F | · | -4
C[C@H]1CN([C@@H](C)CO)C(=O)c2cc(NC(=O)Nc3cccc4ccccc34)ccc2O[C@H]1CN(C)C(=O)Nc1ccc(C(F)(F)F)cc1 | -14 | -16
C[C@@H]1CN([C@@H](C)CO)C(=O)c2cc(NC(=O)CCN3CCOCC3)ccc2O[C@H]1CN(C)Cc1ccc(C(F)(F)F)cc1 | -4 | -7
Cc1ccc(/C=N/NC(=O)c2ccc(C(=O)NO)cc2)o1 | 6 | -3
CNC[C@@H]1Oc2ccc(NC(=O)Nc3ccc(OC)cc3)cc2C(=O)N([C@H](C)CO)C[C@@H]1C | -1 | -27
C[C@@H]1CN([C@@H](C)CO)C(=O)c2cccc(NC(=O)c3nc4ccccc4s3)c2O[C@H]1CN(C)C(=O)Nc1ccc(F)cc1 | 1 | -2
C[C@H](CO)N1C[C@H](C)[C@H](CN(C)S(=O)(=O)c2ccc(F)cc2)Oc2c(NC(=O)C3CC3)cccc2C1=O | 8 | -31
Cc1ccc(S(=O)(=O)N(C)C[C@H]2Oc3c(NC(=O)c4nc5ccccc5s4)cccc3C(=O)N([C@H](C)CO)C[C@@H]2C)cc1 | -18 | 89*
Cc1ccc(S(=O)(=O)Nc2cccc3c2O[C@H](CN(C)Cc2ccc(-c4ccccc4)cc2)[C@@H](C)CN([C@@H](C)CO)C3=O)cc1 | 3 | 19
C[C@@H]1CN([C@H](C)CO)C(=O)c2cc(NC(=O)Nc3ccc4c(c3)OCO4)ccc2O[C@H]1CN(C)C(=O)Nc1ccccc1 | 5 | -7
C[C@@H]1CCCCO[C@@H](CN(C)Cc2ccc(Cl)c(Cl)c2)[C@@H](C)CN([C@H](C)CO)C(=O)c2cc(NS(=O)(=O)c3ccc(F)cc3)ccc2O1 | -53 | 56*
COc1ccc(NC(=O)Nc2cccc3c2O[C@H](CN(C)C(=O)NC2CCCCC2)[C@H](C)CN([C@@H](C)CO)C3=O)cc1 | -4 | -5
COc1ccc(NC(=O)N(C)C[C@@H]2Oc3ccc(NC(=O)c4ccncc4)cc3C(=O)N([C@@H](C)CO)C[C@H]2C)cc1 | -2 | -4
C[C@@H]1CN([C@@H](C)CO)C(=O)Cc2cc(NC(=O)Cc3cn(C)c4ccccc34)ccc2O[C@@H]1CN(C)CC1CC1 | -7 | 12

Two entries picked at random from those above:
structure | INS-1E rescue | T cruzi HTS
C[C@@H]1CCCCO[C@@H](CN(C)Cc2ccc(Cl)c(Cl)c2)[C@@H](C)CN([C@H](C)CO)C(=O)c2cc(NS(=O)(=O)c3ccc(F)cc3)ccc2O1 | -53 | 56*
C[C@H]1CN([C@@H](C)CO)C(=O)c2cc(NC(=O)Nc3cccc4ccccc34)ccc2O[C@H]1CN(C)C(=O)Nc1ccc(C(F)(F)F)cc1 | -14 | -16

Remaining list, next part.
structure | INS-1E rescue | T cruzi HTS
Cc1noc(C)c1NC(=O)Nc1ccc2c(c1)C(=O)N([C@H](C)CO)C[C@@H](C)[C@@H](CN(C)C(=O)Nc1ccc3c(c1)OCO3)O2 | -2 | -3
C[C@H]1CN([C@@H](C)CO)C(=O)c2cccc(NC(=O)Nc3ccc(C(F)(F)F)cc3)c2O[C@@H]1CN(C)CC1CCCCC1 | -73 | 45
COc1ccc(Br)cc1/C=N/NC(=O)CCCCCC(=O)Nc1ccccc1O | -5 | 11
C[C@@H]1CN([C@H](C)CO)C(=O)c2cc(NC(=O)NC3CCCCC3)ccc2O[C@@H]1CN(C)CC1CCCCC1 | -5 | -5
C[C@H](CO)N1C[C@H](C)[C@H](CN(C)Cc2ccc(-c3ccccc3)cc2)Oc2ccc(N(C)C)cc2CC1=O | -17 | 43
C[C@H](CO)N1C[C@H](C)[C@H](CN(C)Cc2ccc(Oc3ccccc3)cc2)Oc2ccc(NC(=O)CCN3CCOCC3)cc2CC1=O | -2 | 0
C[C@@H]1CN([C@@H](C)CO)C(=O)Cc2cc(NC(=O)Cc3ccccc3)ccc2O[C@@H]1CN(C)Cc1ccc(-c2ccccc2)cc1 | -39 | 51
C[C@H]1CN([C@@H](C)CO)C(=O)Cc2cc(NC(=O)C3CCCCC3)ccc2O[C@@H]1CN(C)Cc1ccc(Cl)c(Cl)c1 | 10 | 52
Cc1ccc(S(=O)(=O)N(C)C[C@@H]2OCCCC[C@@H](C)Oc3ccc(NC(=O)Cc4ccccc4)cc3C(=O)N([C@H](C)CO)C[C@@H]2C)cc1 | 0 | -27
C[C@H](CO)N1C[C@H](C)[C@H](CN(C)Cc2ccc(Oc3ccccc3)cc2)Oc2c(NS(=O)(=O)c3cccs3)cccc2C1=O | -21 | 14
Cc1ccc(CN(C)C[C@@H]2OCc3cnnn3CCCC(=O)N([C@@H](C)CO)C[C@H]2C)cc1 | · | 0
COc1ccc(CN(C)C[C@@H]2OCCCC[C@@H](C)Oc3ccc(NS(=O)(=O)c4ccc(OC)cc4)cc3C(=O)N([C@H](C)CO)C[C@@H]2C)cc1 | 6 | -2
C[C@H]1CN([C@@H](C)CO)C(=O)c2cc(NC(=O)C3CCCCC3)ccc2O[C@@H]1CN(C)Cc1ccc(Cl)c(Cl)c1 | -13 | 30
Cc1noc(C)c1S(=O)(=O)N(C)C[C@H]1Oc2ccc(NS(=O)(=O)c3cn(C)cn3)cc2C(=O)N([C@H](C)CO)C[C@H]1C | 1 | -31
C[C@H]1CN([C@@H](C)CO)C(=O)CCCn2cc(nn2)CO[C@@H]1CN(C)C(=O)Nc1cccc(Oc2ccccn2)c1 | · | -11
Cc1noc(C)c1NC(=O)Nc1cccc2c1O[C@@H](CN(C)Cc1ccc(-c3ccccc3)cc1)[C@@H](C)CN([C@@H](C)CO)C2=O | 8 | 40
COc1ccc(S(=O)(=O)Nc2cccc3c2O[C@H](CN(C)S(=O)(=O)c2cn(C)cn2)[C@@H](C)CN([C@@H](C)CO)C3=O)cc1 | 9 | -23
Cc1ccccc1/C=N/NC(=O)CCCCC(=O)NO | 67* | 2
CNC[C@@H]1Oc2ccc(NC(=O)Cn3cnnn3)cc2C(=O)N([C@H](C)CO)C[C@@H]1C | · | -13
CC(C)(C)OC(=O)N1CCC[C@H]1/C=N/NC(=O)CCCCCC(=O)Nc1ccccc1O | -5 | 2
C[C@@H]1CN([C@H](C)CO)C(=O)Cc2cc(NC(=O)Cc3ccccc3)ccc2O[C@H]1CN(C)Cc1ccc(Cl)c(Cl)c1 | -5 | 3
C[C@H](CO)N1C[C@H](C)[C@H](CN(C)Cc2ccc(Cl)c(Cl)c2)Oc2ccc(NC(=O)NC3CCCCC3)cc2CC1=O | -26 | 23
COc1ccc(CN(C)C[C@@H]2Oc3c(NC(=O)c4cnccn4)cccc3C(=O)N([C@@H](C)CO)C[C@H]2C)cc1 | -2 | 12
COc1ccc(NC(=O)N(C)C[C@H]2OCc3cnnn3CCCC(=O)N([C@@H](C)CO)C[C@H]2C)cc1 | · | -5
C[C@@H]1CN([C@H](C)CO)C(=O)CCCn2nncc2CO[C@@H]1CN(C)C(=O)OCc1ccccc1 | · | -20
Cc1ccc(S(=O)(=O)Nc2ccc3c(c2)CC(=O)N([C@H](C)CO)C[C@H](C)[C@H](CN(C)S(=O)(=O)c2ccc(C)cc2)O3)cc1 | 7 | 16
C[C@@H]1CN([C@@H](C)CO)C(=O)c2cc(N(C)C)ccc2O[C@H]1CN(C)Cc1ccc(Cl)c(Cl)c1 | -5 | 35
C[C@@H]1CCCCO[C@H](CN(C)S(=O)(=O)c2cccs2)[C@@H](C)CN([C@H](C)CO)C(=O)c2cc(NC(=O)CCCCCC(=O)Nc3ccccc3N)ccc2O1 | -2 | -27
C[C@@H]1CN([C@H](C)CO)C(=O)c2cc(NS(=O)(=O)c3cn(C)cn3)ccc2O[C@@H]1CN(C)S(=O)(=O)c1ccc(Cl)cc1 | -9 | -19
C[C@H](CO)N1C[C@H](C)[C@@H](CN(C)C(=O)Nc2ccc3c(c2)OCO3)Oc2c(cccc2N(C)C)C1=O | 11 | -32
C[C@H](CO)N1C[C@H](C)[C@H](CN(C)Cc2ccc(Oc3ccccc3)cc2)Oc2ccc(NC(=O)Nc3ccc(F)cc3)cc2C1=O | -3 | 49
Cc1ccc(S(=O)(=O)N(C)C[C@H]2Oc3c(NC(=O)NC4CCCCC4)cccc3C(=O)N([C@@H](C)CO)C[C@@H]2C)cc1 | -1 | 11
CNC[C@H]1OCCCC[C@@H](C)Oc2ccc(NC(=O)Nc3ccc4c(c3)OCO4)cc2C(=O)N([C@H](C)CO)C[C@@H]1C | 0 | 4
CNC[C@@H]1Oc2ncc(-c3ccc(OC)cc3)cc2C(=O)N([C@H](C)CO)C[C@@H]1C | · | 5
C[C@H]1CN([C@@H](C)CO)C(=O)Cc2cc(NC(=O)Nc3ccccc3)ccc2O[C@@H]1CN(C)C(=O)Nc1ccc(F)cc1 | -3 | 2
C[C@H]1CN([C@@H](C)CO)C(=O)Cc2cc(NC(=O)NC3CCCCC3)ccc2O[C@@H]1CN(C)C(=O)Nc1ccc2c(c1)OCO2 | 2 | 8
C[C@@H]1CN([C@@H](C)CO)C(=O)c2cccc(NC(=O)Nc3ccc(C(F)(F)F)cc3)c2O[C@@H]1CN(C)S(=O)(=O)c1ccc(Cl)cc1 | -107 | 70*
Cc1noc(C)c1S(=O)(=O)Nc1ccc2c(c1)C(=O)N([C@H](C)CO)C[C@H](C)[C@H](CN(C)S(=O)(=O)c1ccc(F)cc1)O2 | -4 | 19
Cc1noc(C)c1S(=O)(=O)N(C)C[C@@H]1Oc2c(cccc2N(C)C)C(=O)N([C@H](C)CO)C[C@@H]1C | -1 | 31
C[C@H](CO)N1C[C@H](C)[C@H](CN(C)Cc2ccc3c(c2)OCCO3)OCc2cnnn2CCCC1=O | · | 1
CC(C)NC(=O)N(C)C[C@@H]1Oc2ccc(NS(=O)(=O)c3ccccc3)cc2CC(=O)N([C@H](C)CO)C[C@@H]1C | 3 | -28
C[C@@H]1CN([C@@H](C)CO)C(=O)c2cccc(NS(C)(=O)=O)c2O[C@@H]1CN(C)Cc1ccc(C(F)(F)F)cc1 | 9 | -17
C[C@@H]1CN([C@H](C)CO)C(=O)c2cc(NC(=O)CCCN(C)C)ccc2O[C@H]1CN(C)Cc1ccc(Cl)c(Cl)c1 | -7 | -17

One compound at a time (already shown). Order of screens: INS-1E rescue	T cruzi HTS
`C[C@@H]1CN([C@H](C)CO)C(=O)CCCn2nncc2CO[C@@H]1CN(C)C(=O)OCc1ccccc1` in the list: ·	-20
`C[C@@H]1CN([C@@H](C)CO)C(=O)Cc2cc(NC(=O)Cc3ccccc3)ccc2O[C@@H]1CN(C)Cc1ccc(-c2ccccc2)cc1` in the list: -39	51
`C[C@H]1CN([C@@H](C)CO)C(=O)Cc2cc(NC(=O)Nc3ccccc3)ccc2O[C@@H]1CN(C)C(=O)Nc1ccc(F)cc1` in the list: -3	2
`Cc1ccccc1/C=N/NC(=O)CCCCC(=O)NO` in the list: 67*	2
`O=C(N/N=C/C1=CCCCC1)c1ccccc1O` in the list: -4	0
